D1 ag: human D1 receptor agonism; 360,000 tested, 1% active; AID 504660; HEK293 T-REx D1 cells, calcium flux, agonist mode; P21728; activation, % at 2 µM; note: 0% is about no effect
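Tetracycline-induced HEK293 TREx D1 cells, force-coupled to calcium signalling, were dye-loaded with a no-wash calcium kit. Compound was pin-added after a 10 s baseline. Fluorescence was read kinetically at 1 cycle/s for 180 s, with calcium rises flagged as agonism.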
D2 PAM: D2 dopamine receptor (human) potentiation; P14416; HEK293 T-REx D2, calcium flux, EC20 dopamine potentiation; potentiation, % at 10 µM; 340,000 tested, 0.34% active; AID 485347;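 active = potentiation over 3 SD above the plate norm, cut at about 30% in these data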; note: 0% is about no effect
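Potentiation of an EC20 dopamine calcium response is measured in a force-coupled, tetracycline-inducible Hek293 Trex D2 line. Compound-only kinetic reads over 180 s flag agonists before dopamine addition.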
TRHR PAM: TRH receptor (human) allosteric enhancement | P34981 | 360,000 tested, 0.66% active | enhancement, % at 2 µM | TRHR cells, fluo-8 calcium fluorescence, EC20 TRH enhancement; in the data active = enhancement above about 30%; note: 0% is about no effect
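TRHR-expressing cells loaded with fluo-8 calcium dye were read kinetically (ex 480/em 530) during compound addition, then stimulated with an EC20 of TRH (10 nM final). Enhancement of the Gq-mediated intracellular calcium response was scored.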
RXFP1 antag: RXFP1 (human) relaxin receptor antagonism; activity change, negative = inhibition, % at 57.5 µM; Q9HBX9; 350,000 tested, 0.59% active; HEK293-RXFP1, relaxin-stimulated cAMP HTRF, 30 min; stronger effect = lower value;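 active = activity change of -60% or lower, but not beyond a set lower limit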; note: % is set by controls: 0 for no effect and ±100 for the full control effect
Target sequence (Q9HBX9 whole entry, looked up): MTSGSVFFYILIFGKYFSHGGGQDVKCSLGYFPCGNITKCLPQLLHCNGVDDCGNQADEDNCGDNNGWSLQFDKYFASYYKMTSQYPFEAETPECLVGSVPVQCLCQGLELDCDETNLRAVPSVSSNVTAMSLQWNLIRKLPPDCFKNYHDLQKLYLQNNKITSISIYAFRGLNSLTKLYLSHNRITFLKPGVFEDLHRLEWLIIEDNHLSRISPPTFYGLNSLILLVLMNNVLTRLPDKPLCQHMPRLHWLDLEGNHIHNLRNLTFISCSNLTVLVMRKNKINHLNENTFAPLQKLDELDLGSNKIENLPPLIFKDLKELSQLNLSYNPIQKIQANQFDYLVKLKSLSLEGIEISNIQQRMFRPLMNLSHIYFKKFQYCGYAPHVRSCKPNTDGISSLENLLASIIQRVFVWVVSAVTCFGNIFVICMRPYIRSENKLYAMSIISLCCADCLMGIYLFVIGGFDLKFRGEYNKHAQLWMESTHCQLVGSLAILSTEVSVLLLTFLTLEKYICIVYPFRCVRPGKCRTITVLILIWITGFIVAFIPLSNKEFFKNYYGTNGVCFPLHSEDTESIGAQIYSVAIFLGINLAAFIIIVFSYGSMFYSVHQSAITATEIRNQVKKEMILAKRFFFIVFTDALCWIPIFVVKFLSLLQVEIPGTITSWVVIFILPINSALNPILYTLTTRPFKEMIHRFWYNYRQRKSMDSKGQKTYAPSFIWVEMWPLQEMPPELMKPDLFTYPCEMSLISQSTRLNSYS
D2 antagonist: D2 dopamine receptor (human) antagonism | P14416 | HEK293 TREx D2 cells, calcium flux, dopamine EC80 | inhibition, % at 10 µM | 340,000 tested, 2% active | AID 485344; in the data active = inhibition above about 30%; note: 0% is about no effect
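Read-out: kinetic calcium fluorescence (1 cycle/s) in inducible HEK293 T-REx D2 cells after an EC80 dopamine addition that followed 180 s compound preincubation. Loss of the dopamine response indicates antagonism.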
D1 antag: human D1 dopamine receptor antagonism; 360,000 tested, 3.2% active; HEK293 TREx D1 cells, calcium flux, dopamine EC80; stronger effect = lower value; activity change, negative = inhibition, % at 10 µM; in the data active = activity change below about -30%; note: % is set by controls: 0 for no effect and ±100 for the full control effect
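Calcium flux readout: force-coupled, inducible Hek293 Trex D1 line, cells induced overnight at 30 C with tetracycline, dye-loaded 30–90 min at RT. Antagonism scored against EC80 dopamine challenge given 180 s after compound.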
D1 potentiator: human D1 dopamine receptor positive modulation; P21728; HEK293 TREx D1 cells, calcium flux, dopamine EC20 potentiation; potentiation, % at 10 µM; 360,000 tested, 0.036% active; AID 504651; in the data active = potentiation above about 30%; note: 0% is about no effect
TRHR agonist: TRH receptor (human) agonism; TRHR cells, calcium flux fluo-8, FDSS agonist mode; activation, % at 2 µM; 360,000 tested, 0.18% active; AID 493084; note: 0% is about no effect
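Agonist-mode FDSS calcium read (Ex 480/Em 530, 1 s cycles) in 1536-well TRHR cells with fluo-8 dye, after 10-cycle baseline and 23 nL compound addition; TRH at EC20 (10 nM final) added afterwards for the enhancer phase.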
D2 agonist: activates the human D2 dopamine receptor | P14416 | HEK293 T-REx D2 cells, calcium flux agonist mode | activation, % at 2 µM | 340,000 tested, 0.53% active | AID 485358;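 active = activation over 3 SD above normal in the single-dose calcium agonist read, cut at about 30% in these data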; note: 0% is about no effect
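Agonism scored from kinetic calcium signal (1 read/sec, 180 s) following compound pin transfer, after a 10 s baseline. Cells: HEK293 Trex line expressing inducible D2 receptor coupled to calcium, dye-loaded after overnight culture at 30 C.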
Starred values were filed as active, the others as inactive; . = not tested or not shown; & = joins results of further samples. Cut-off read from the data, not from the text of the source, unless noted: active = activation above about 30%; inactive = the rest.

Start of the listing, in advance, two compounds:
(1) CC(C)(C)NC[C@H](O)COc1cccc2c1CCCC2=O
(2) O=c1c2ccccc2ncn1-c1ccc(Cl)cc1Cl

assay / entry | 1 | 2
D1 ag | 0 | 0
D2 PAM | 7 | 1
TRHR PAM | 0 | 3
RXFP1 antag | 15 | 1
D2 antagonist | -4 | 0
D1 antag | 4 | -5
D1 potentiator | -1 | -20
TRHR agonist | 0.0 | -0.3
D2 agonist | -1.2 | -0.8

Results, from the start:
(1) CC(C)(C)NC[C@H](O)COc1cccc2c1CCCC2=O
(2) O=c1c2ccccc2ncn1-c1ccc(Cl)cc1Cl
(3) O=C(Oc1ccccc1C(=S)N1CCOCC1)c1cccc([N+](=O)[O-])c1
(4) OCC1(Cc2cccc(Cl)c2)CCCN(Cc2cn[nH]c2C2CCCCC2)C1 (stereo not drawn)
(5) NC1=NC(c2cccc(Cl)c2)N(CCc2ccc(F)cc2)C(N)=N1 (stereo not drawn)
(6) CC(=O)c1ccc(OCC(=O)OC(C)C(=O)NC2CCCCC2C)cc1 (stereo not drawn)

assay / entry | 1 | 2 | 3 | 4 | 5 | 6
D1 ag | 0 | 0 | 0 | 7 | 1 | 0
D2 PAM | 7 | 1 | -13 | 1 | 5 | -6
TRHR PAM | 0 | 3 | 1 | -5 | 0 | 4
RXFP1 antag | 15 | 1 | 10 | -2 | -4 | 3
D2 antagonist | -4 | 0 | 8 | 2 | -1 | 17
D1 antag | 4 | -5 | -1 | -2 | -4 | 7
D1 potentiator | -1 | -20 | -4 | -3 | -11 | -7
TRHR agonist | 0.0 | -0.3 | 0.0 | 2.4 | -0.4 | 0.3
D2 agonist | -1.2 | -0.8 | 0.0 | -0.1 | 1.0 | -0.1

(7) CCOC(=O)C1(CCc2ccccc2)CCN(C(=O)c2occc2C)CC1
(8) CCOC(=O)c1cccc(NC(=O)CNC(=O)C2CCCCC2)c1
(9) O=C(O)CCCC(=O)N1CCOCCOCCOCCOCC1
(10) Cc1cc(C)n(-c2n[nH]c(=O)c3ccccc23)n1
(11) CC1(C)C(=O)Nc2ccccc2N1C(=O)COC(=O)COc1cccc(C(F)(F)F)c1
(12) COc1ccc(N(CC(=O)NCc2cccnc2)S(=O)(=O)c2c(C)nn(C)c2C)cc1

assay / entry | 7 | 8 | 9 | 10 | 11 | 12
D1 ag | 3 | 0 | 2 | 1 | 1 | 0
D2 PAM | -1 | -6 | 9 | 8 | -14 | -7
TRHR PAM | -4 | 3 | 2 | 7 | -5 | 1
RXFP1 antag | -6 | 12 | 0 | 8 | 3 | -4
D2 antagonist | 1 | 1 | 6 | 8 | -17 | -1
D1 antag | -2 | 8 | 5 | -4 | 4 | 4
D1 potentiator | 0 | 4 | -3 | -2 | 2 | -2
TRHR agonist | 1.9 | 0.2 | 0.3 | 0.2 | -0.7 | 0.6
D2 agonist | 1.2 | 0.3 | 0.2 | 1.4 | 0.4 | 0.8

(13) Cc1sc2ncnc(OCC(=O)N3CC(=O)Nc4ccccc43)c2c1C
(14) CC(C)c1ccc(C(C)NC(=S)NC2CCCCC2)cc1 (stereo not drawn)
(15) O=C(CN1CCCCCC1)Nc1ccc(F)c(F)c1F
(16) O=S(=O)(c1ccccc1Cl)N1CCCC1c1nc(-c2ccc(Cl)cc2)no1 (stereo not drawn)
(17) C#CCOCCOCCOCCNc1nc(N2CCN(C(=O)[C@H](CCCCN)n3cc([C@@H](N)CC(C)C)nn3)CC2)nc(N2CCN(C(=O)[C@H](Cc3ccc(O)cc3)n3cc([C@@H](N)CC(C)C)nn3)CC2)n1
(18) COc1cc(C2C(C#N)=C(C)NC(C)=C2C#N)cc(OC)c1OC

assay / entry | 13 | 14 | 15 | 16 | 17 | 18
D1 ag | 0 | 23 | 0 | 3 | -6 | 2
D2 PAM | 32* | 16 | 1 | 15 | 0 | 8
TRHR PAM | 14 | -2 | -7 | 12 | -2 | 1
RXFP1 antag | -5 | -12 | 2 | -2 | . | 0
D2 antagonist | -1 | 1 | 15 | 1 | -12 | 13
D1 antag | 7 | -23 | 6 | -1 | -14 | -5
D1 potentiator | 2 | 0 | -7 | -8 | 6 | -2
TRHR agonist | -0.1 | 1.1 | -0.1 | 0.4 | 0.2 | -0.1
D2 agonist | -0.7 | 1.4 | 0.4 | 0.4 | 0.1 | 4.0

(19) COc1ccccc1CNC(=O)CN1C(=O)NC(C)(c2ccc(C)cc2)C1=O (stereo not drawn)
(20) O=C(Nc1ccc(Cl)c(Cl)c1)N(Cc1cccnc1)Cc1ccco1
(21) CCOc1ccc(S(=O)(=O)N(CC)CC)cc1NC(=O)c1ccc(N2CCCC2=O)cc1
(22) Cc1cc(C(=O)N/N=C/c2ccc(OC(=O)c3ccccc3Br)cc2)n[nH]1
(23) CCn1c(SCC(=O)Nc2nc(C)c(C)s2)nc2cccnc21
(24) O=C(O)C(=O)/C(=C\c1ccc([N+](=O)[O-])cc1)c1ccc2ccccc2n1

assay / entry | 19 | 20 | 21 | 22 | 23 | 24
D1 ag | 5 | 3 | 4 | 0 | -2 | 13
D2 PAM | 3 | -9 | -5 | 8 | 20 | 0
TRHR PAM | -5 | 3 | 1 | 1 | 3 | 1
RXFP1 antag | 2 | 11 | 2 | -22 | 5 | -3
D2 antagonist | 16 | 12 | -5 | -2 | -1 | 2
D1 antag | 4 | -28 | -12 | 0 | 27 | -13
D1 potentiator | -3 | -11 | -5 | -3 | -1 | -10
TRHR agonist | -1.2 | 1.3 | -1.6 | 0.0 | -0.3 | 3.8
D2 agonist | -0.3 | 0.0 | -0.2 | 0.3 | 0.5 | 2.0

(25) CCC(C)(C)C1CCC(NC(=O)N2CCN(c3ccccc3O)CC2)CC1 (stereo not drawn)
(26) CCCCC1=NN2CCS(=O)(=O)N=C2S1
(27) COCCn1c(C)cc(C(=O)CSc2cc(C)c3ccccc3n2)c1C
(28) COc1cc([N+](=O)[O-])ccc1NC(=O)N1CCC2(CC1)Nc1cc(F)ccc1-n1cccc12
(29) CCOC(=O)CCNC(=O)CCc1nnc(CCCc2ccccc2)o1
(30) O=S(=O)(Nc1cccc2c1ccc1cccn12)c1cccs1

assay / entry | 25 | 26 | 27 | 28 | 29 | 30
D1 ag | 2 | 5 | 2 | 5 | 2 | 2
D2 PAM | -17 | 5 | -1 | -14 | -11 | -4
TRHR PAM | 3 | -1 | -6 | 6 | -4 | 0
RXFP1 antag | -6 | -2 | . | -25 | -3 | 1
D2 antagonist | -21 | 7 | -7 | . | -4 | 15
D1 antag | 2 | -26 | -38* | -11 | 19 | 4
D1 potentiator | 3 | 1 | -8 | -3 | 0 | -3
TRHR agonist | 0.2 | 1.4 | -1.1 | 0.1 | -0.2 | -0.3
D2 agonist | 0.2 | 7.3 | -0.7 | . | -0.7 | 0.3

(31) Cc1cc(C(F)(F)F)nc(SCCN2CCOCC2)c1C#N
(32) COc1cccc(OC)c1CNC(=O)CCSCc1ccccc1F
(33) COCCNC(=O)CCC(=O)NNc1nc2ccccc2c2nc(-c3ccccc3)nn12
(34) C[C@]12CCC3C(CC=C4C[C@@H](O)CC[C@@]43C)C1CCC2[C@]1(C)CCC(=O)O1 (stereo partly drawn)
(35) CC(=O)Nc1sc(NC(=O)c2ccc(C)cc2)nc1-c1cccs1
(36) Cc1ccccc1C(=O)NNC(=S)NC(=O)c1ccccc1

assay / entry | 31 | 32 | 33 | 34 | 35 | 36
D1 ag | 5 | 5 | 3&3 | 0 | 0 | 279*
D2 PAM | -3 | 0 | -9&8 | . | 2 | -9
TRHR PAM | -3 | 7 | -7&-7 | 4 | 0 | -23
RXFP1 antag | -17 | -13 | -14 | 2 | 8 | -16
D2 antagonist | 3 | -3 | -10 | . | -31 | 17
D1 antag | -5 | -3 | 7&-6 | -8 | -17 | -37*
D1 potentiator | -3 | -3 | -12&-2 | -5 | 3 | -1
TRHR agonist | 1.6 | 0.1 | 0.8&-0.8 | 0.4 | 0.3 | 59*
D2 agonist | 0.5 | -0.5 | 1.5&-0.5 | . | -1.4 | 51*

(37) CC1CN(CCS(=O)(=O)c2cc(Cl)ccc2Cl)CC(C)O1 (stereo not drawn)
(38) COc1ccccc1-n1nc(C(=O)NCc2ccco2)c2ccccc2c1=O
(39) Cc1nn(CC(=O)NC(C)C(C)C)c(C)c1S(=O)(=O)N1CCCCC1 (stereo not drawn)
(40) Cc1cc(NC(=O)CSc2nc(Cc3ccccc3)c(C)[nH]2)no1
(41) CC(=O)N1c2ccc(S(=O)(=O)N3CCC(C(=O)NC4CCCC(C)C4C)CC3)cc2CC1C (stereo not drawn)
(42) COc1ccc(CCC(=O)NCCc2csc(-c3cccc(F)c3)n2)cc1

assay / entry | 37 | 38 | 39 | 40 | 41 | 42
D1 ag | 1 | 2 | 2 | 0 | 1 | -1
D2 PAM | -6 | 11 | . | 5 | -2 | 1
TRHR PAM | 2 | 4 | -5 | 7 | -5 | 5
RXFP1 antag | -3 | 1 | -2 | 5 | . | -14
D2 antagonist | -3 | 19 | . | . | -14 | .
D1 antag | 3 | 17 | -8 | 9 | 7 | -16
D1 potentiator | -8 | 3 | -2 | -1 | -6 | -1
TRHR agonist | -0.4 | -0.5 | -0.3 | -0.4 | -1.2 | -1.0
D2 agonist | 2.2 | 0.3 | . | . | 0.3 | -0.9

Only RXFP1 antag and D1 potentiator, for five of the compounds above:
# | mol | RXFP1 antag | D1 potentiator
38 | COc1ccccc1-n1nc(C(=O)NCc2ccco2)c2ccccc2c1=O | 1 | 3
39 | Cc1nn(CC(=O)NC(C)C(C)C)c(C)c1S(=O)(=O)N1CCCCC1 (stereo not drawn) | -2 | -2
40 | Cc1cc(NC(=O)CSc2nc(Cc3ccccc3)c(C)[nH]2)no1 | 5 | -1
41 | CC(=O)N1c2ccc(S(=O)(=O)N3CCC(C(=O)NC4CCCC(C)C4C)CC3)cc2CC1C (stereo not drawn) | . | -6
42 | COc1ccc(CCC(=O)NCCc2csc(-c3cccc(F)c3)n2)cc1 | -14 | -1

Following part
(43) CCCCCCSc1cccc(-c2nc3cc(C)ccn3c2NCc2ccccc2)c1
(44) CC(C)[C@H](NC(=O)c1ccccc1F)C(=O)NCCc1ccccc1
(45) CCOc1ccc(NC2OCC(O)C(O)C2O)c([N+](=O)[O-])c1 (stereo not drawn)
(46) CS(=O)(=O)c1ccc(-c2nnc(NC(=O)c3ccc4c(c3)OCCO4)o2)cc1
(47) O=C(OCCN(CCOC(=O)c1ccncc1)S(=O)(=O)c1cccs1)c1ccncc1
(48) CCCCNC(=S)NNC(=O)c1c(C)nc2ccccn12

assay / entry | 43 | 44 | 45 | 46 | 47 | 48
D1 ag | 2 | 1 | 3 | 2 | 7 | 3
D2 PAM | 11 | . | . | . | 4 | 5
TRHR PAM | 2 | -8 | 6 | -2 | -1 | -6
RXFP1 antag | . | 18 | 5 | -2 | -4 | 4
D2 antagonist | -16 | 12 | . | . | -9 | -7
D1 antag | 11 | 3 | 3 | -10 | -20 | -9
D1 potentiator | 0 | -5 | 5 | -1 | 3 | -5
TRHR agonist | -0.3 | 0.1 | 0.1 | -0.1 | 0.2 | -1.3
D2 agonist | -0.4 | -2.9 | . | 1.3 | -1.4 | 3.5

Assay outcomes from PubChem BioAssay.
